Screens (PubChem)
HEK293 tox = HEK 293 cell cytotoxicity. HEK 293 viability, ATP luminescence (CellTiter-Glo), 48-72 h. Potency, µM (titrated, usually from 115 µM), for the others: top-dose activity change, negative = cytotoxicity, actives largely listed as inhibitors. actives 6.6% (n = 94,000). AID 1345083; also: potency is read from the fitted curve at half-maximal effect; nearly all actives have a fitted effect of over 60% in size
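Read-out: CellTiter-Glo ATP luminescence. Cells: HEK 293, 250 cells/well. Exposure: 48 or 72 hr, 37 degree Celsius.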
IP6K1 inh = IP6K1 kinase inhibition; IP6K1 kinase, ADP-Glo luminescence, 2 h; stronger effect = lower value; activity change, % (series mostly up to about 58 µM); actives 0.81% (n = 140,000); AID 1645851; in the data active = activity change below about -25%
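ADP-Glo luminescence measures ADP made by human IP6K1 during a 2 h RT reaction with ATP/IP6 (mix at 1.3 mM/130 uM); top library doses 57.5 and 19.1 uM final.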
SNCA viab count = cell viability loss counter-screen | Potency, µM (highest dose often 57.1 µM), for the others: at the highest dose activity change, negative = cytotoxicity, actives largely listed as cytotoxic | actives 0.12% (n = 150,000) | HEK-293-SNCA-luc viability, GF-AFC fluorescence, 24 h;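 also: potency is read from the fitted curve at half-maximal effect; 0% = DMSO-treated cells and -100% = medium-only wells without cells; nearly all actives have a fitted effect of over 30% in size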
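HEK-293-SNCA-luc cells (1500/well) plated 24 h, then exposed 24 h to a dilution series; GF-AFC added 30 min at 37C, fluorescence 405/540 nm; normalised to medium-only and DMSO wells, Hill fit.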
SNCA expr inhib = SNCA gene expression inhibition; HEK-293 SNCA-luciferase knock-in, luminescence, 24 h; Potency, µM (doses to about 57.2 µM), for inactives: top-dose activity change, negative = inhibition, usual class: inhibitors; actives 0.17% (n = 140,000);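 also: potency is read from the fitted curve at half-maximal effect; plate controls were DMSO cells for no effect and cell-free wells for full effect; nearly all actives have a fitted effect of over 45% in size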
GPT2 inhibitor = inhibitors of human GPT2 alanine aminotransferase; Q8TD30; Recombinant GPT2, coupled pyruvate oxidase/HRP Amplex Red fluorescence; Potency, µM (highest dose often 57.7 µM), without a hit: at the top dose activity change, negative = inhibition, usual class: inhibitors; actives 0.25% (n = 100,000); also: potency is read from the fitted curve at half-maximal effect; nearly all actives have a fitted effect of over 60% in size; many of its hits are not listed in these tables
Target sequence (Q8TD30 whole entry, looked up): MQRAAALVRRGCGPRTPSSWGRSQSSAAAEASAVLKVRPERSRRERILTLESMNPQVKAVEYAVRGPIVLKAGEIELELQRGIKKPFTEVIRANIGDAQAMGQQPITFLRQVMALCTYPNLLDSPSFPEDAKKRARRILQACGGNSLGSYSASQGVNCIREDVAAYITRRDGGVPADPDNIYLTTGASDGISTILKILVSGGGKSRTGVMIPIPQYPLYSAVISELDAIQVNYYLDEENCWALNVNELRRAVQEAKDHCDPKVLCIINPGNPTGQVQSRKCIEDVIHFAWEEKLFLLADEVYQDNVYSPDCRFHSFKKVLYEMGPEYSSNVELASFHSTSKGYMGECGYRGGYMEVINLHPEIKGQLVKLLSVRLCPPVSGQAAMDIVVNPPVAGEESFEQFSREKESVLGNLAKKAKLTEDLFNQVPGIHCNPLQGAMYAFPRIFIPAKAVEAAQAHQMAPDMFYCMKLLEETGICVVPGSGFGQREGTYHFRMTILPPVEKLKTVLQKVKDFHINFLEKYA
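Recombinant GPT2 (10ng/uL) with 250uM a-KG and 2mM L-alanine, 30 min at room temperature, in HEPES pH 7.5 buffer. Pyruvate detected by pyruvate oxidase/HRP/Amplex Red fluorescence after 30 min in the dark; AOA (50uM) as positive control.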
3T3 cytotox = NIH 3T3 cell cytotoxicity | NIH 3T3 viability, CellTiter-Glo ATP luminescence, 48-72 h | Potency, µM (titrated, usually from 96.7 µM), without a hit: at the top dose activity change, negative = cytotoxicity, most hits filed as inhibitors | actives 4.3% (n = 94,000); also: potency is read from the fitted curve at half-maximal effect; nearly all actives have a fitted effect of over 55% in size
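Luminescent ATP readout (CellTiter-Glo, 10 min RT) after 48 or 72 hr compound exposure of NIH 3T3 cells seeded at 400 cells/well in 1536-well format; quantitative HTS.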
Luciferase inh = inhibitors of firefly (Photinus pyralis) luciferase; purified P. pyralis luciferase, luminescence, biochemical; P08659; Potency, µM (top dose mostly 115 µM), inactives show at the highest dose activity change, negative = inhibition, usual class: inhibitors; AID 1347043; actives 2.5% (n = 76,000); also: potency is read from the fitted curve at half-maximal effect; nearly all actives have a fitted effect of over 65% in size
Target sequence (P08659 whole entry, looked up): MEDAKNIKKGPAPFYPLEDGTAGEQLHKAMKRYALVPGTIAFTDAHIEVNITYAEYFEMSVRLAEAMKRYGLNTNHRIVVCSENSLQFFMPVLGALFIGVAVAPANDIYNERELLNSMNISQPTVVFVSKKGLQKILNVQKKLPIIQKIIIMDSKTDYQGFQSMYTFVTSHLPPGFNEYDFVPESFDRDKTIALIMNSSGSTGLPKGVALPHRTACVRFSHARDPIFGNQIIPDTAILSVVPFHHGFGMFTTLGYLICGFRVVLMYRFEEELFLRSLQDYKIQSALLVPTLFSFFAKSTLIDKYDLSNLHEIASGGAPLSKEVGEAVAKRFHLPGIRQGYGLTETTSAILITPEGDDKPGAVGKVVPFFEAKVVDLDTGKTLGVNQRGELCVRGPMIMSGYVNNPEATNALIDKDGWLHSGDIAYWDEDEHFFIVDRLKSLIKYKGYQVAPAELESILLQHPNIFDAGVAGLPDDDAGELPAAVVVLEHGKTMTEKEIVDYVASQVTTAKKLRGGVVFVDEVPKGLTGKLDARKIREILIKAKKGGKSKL
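Purified 10nM P. pyralis luciferase with 10uM D-luciferin and 10uM ATP in 50mM Tris acetate pH 7.5, 10mM Mg acetate, 0.01% Tween-20, 0.05% BSA. qHTS titration; luminescence read by CCD imager.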
The depositor's hits bear a star; i = inactive; u = inconclusive; x = not tested or not shown; [ ] = dose if it differs, or a comment. Unless noted, calls follow the shape of the dose curve; as a rule, active = well fitted curve in the direction sought with a large enough effect; inconclusive = small, poorly fitted or top-dose-only effect, or another doubt; inactive = no such curve, though single readings can be large; an effect the other way counts as inactive or inconclusive. Unless noted, % is scaled to controls: 0 for no effect and ±100 for the full control effect. Some of the compounds tested; count on the stated rates, not on these rows.

| SMILES | HEK293 tox | IP6K1 inh | SNCA viab count | SNCA expr inhib | GPT2 inhibitor | 3T3 cytotox | Luciferase inh |
| --- | --- | --- | --- | --- | --- | --- | --- |
| CCCc1cc(CNC(=O)c2ccc(N3CCCC(CNC(C)=O)C3)nc2)on1 (stereo not given) | 4% | 1 | -5% | 49%[activator] | i | -8% | -3% |
| NC(=O)CN1CCOC(Cc2cccc(C(F)(F)F)c2)C1 (stereo not given) | 2% | 25 | 11% | 1% | i | -8% | -12% |
| CCC(=O)N1CCc2cc(S(=O)(=O)NC(Cc3ccccc3)C(=O)Nc3ccccc3C)ccc21 (stereo not given) | x | -1 | 10% | -12% | x | x | x |
| COc1cccc(CC(=O)N2CCCC3(C2)NC(=O)N(Cc2ccccc2)C3=O)c1 (stereo not given) | -10% | -7 | -1% | -26% | -18% | -12% | 3% |
| CCOC(=O)C1(Cc2ccccc2C)CCCNC1 (stereo not given) | 1% | -7 | 1% | 7% | 0% | -26% | 10% |
| O=C(Cc1cccc(Cl)c1)NC1CCN(Cc2cccc(-c3ccc(F)c(F)c3)c2)CC1 | 20µM* | 18 | -29% | u | i | 16µM* | x |
| Cc1cccc(Cn2c(=O)n(CCCCC(=O)NCc3ccc4c(c3)OCO4)c(=O)c3ccccc32)c1 | x | 2 | 1% | -30% | x | x | x |
| CC(CCc1ccccc1)NC(=O)C1CN(C2CCCC2)C(=O)N1 (stereo not given) | -2%[172 µM] | -13 | -4%[12.5 µM] | -4%[87.6 µM] | i | -20%[138 µM] | x |
| Cn1ncc(N2CCC(C(=O)NCC3CCN(Cc4cccc(F)c4)CC3)C2)cc1=O (stereo not given) | i | 2 | -5% | 0% | i | 1% | 14% |
| COc1ccc(-n2nc(C(=O)N3CCCC(C)C3)c3c4ccccc4n(C)c3c2=O)cc1 (stereo not given) | x | 0 | u | 10% | x | x | x |
| COc1ccccc1-c1ccc2c(C(=O)N(C)C)nn(C)c2n1 | -7%[172 µM] | 0 | 8%[87.6 µM] | -9%[87.6 µM] | -4%[88.5 µM] | 1%[138 µM] | x |
| COc1ccc(Cl)cc1N(C)C(=O)c1cc2c(=O)oc3ccc(C)cc3c2s1 | x | -1 | -10% | -20% | x | x | x |
| Cc1cccc(-c2ccccc2C(=O)N2CCC3(CCCN(C)C3=O)C2)c1 (stereo not given) | -17% | 8 | -7% | 18% | -1%[11.5 µM] | -15% | -1% |
| COc1ccc(CNC(=O)c2oc3c(c2C)-c2nn(Cc4ccccc4Cl)cc2CC3)cc1 | x | 3 | 9% | -19% | x | x | x |
| CCCOc1ccc(-c2nc3ccc(Br)cc3c(=O)o2)cc1 | x | -16 | 24% | 60%[activator] | x | x | x |
| Cc1ccccc1CN1CCCN(CC(=O)Nc2ccc(F)cc2)S1(=O)=O | x | -9 | -2% | u | x | x | x |
| Cc1n[nH]c(C)c1C(N)C(=O)N1CCCN(CCCN2CCCC2)CC1 (stereo not given) | 1% | 7 | -6% | -9% | i | 0% | 2% |
| O=C(NCCN1CCOCC1)c1cc(-c2cc(Cl)cc(Cl)c2)c2nncn2n1 | 2% | -7 | 4% | -3% | i | -19% | x |
| O=C(COc1ccccc1F)OCc1cc(=O)n2nc(C3CCCCC3)sc2n1 | x | 12 | -7% | 44%[activator] | x | x | x |
| O=C1NCC2(CCN(Cc3ccc(F)cc3)CC2)Oc2ccccc21 | -22% | 1 | -6% | -18% | 3% | 4% | x |
| CCc1ccc(S(=O)(=O)N2CCC(Oc3ncccc3C(=O)N(C)C)C2)cc1 (stereo not given) | -25% | 16 | -2% | 20% | -3% | -13% | -2% |
| F[C@@H]1CN(Cc2cnc3ccccc3c2)C[C@@H]1OCc1nc2ccccc2[nH]1 | u | -6 | -5%[87.6 µM] | -7%[87.6 µM] | 1%[88.5 µM] | u | 0%[172 µM] |
| O=C(COc1ccccc1)NC[C@H]1COCc2nc3cc(F)ccc3n21 | 79µM* | -1 | -19%[87.6 µM] | -14%[87.6 µM] | 0%[88.5 µM] | u | 8%[172 µM] |
| COc1cccc(CC2(CO)CCCNC2)c1 (stereo not given) | 0% | 3 | 6% | u | -19% | -3% | -2% |
| CCCNC(=O)c1nnn2cc(C)[nH]c(=O)c12 | 5% | -3 | 2% | -12% | -3% | -3% | 7% |
| CC1(c2cccnc2)N(Cc2ccccc2)C(=O)OC12CCN(C(=O)COc1ccccc1)CC2 (stereo not given) | -9% | -12 | 2% | -2% | 1% | 32µM* | -5% |
| CCOCCc1nn2c(=O)cc(COC(=O)c3cccc(C)c3)nc2s1 | x | -3 | 6% | 17% | x | x | x |
| O=C(NCC1CC1)c1cn(C2CN(C(=O)NCC3CCCO3)C2)nn1 (stereo not given) | -7% | 0 | 2% | -27% | 4% | -1% | 8% |
| COc1cc(NC(=O)Cn2c(=O)n(-c3ccccc3)c(=O)c3c4c(sc32)CCCC4)cc(OC)c1 | x | -15 | 2% | 15% | x | x | x |
| Cc1ccc(C(=O)N2CCC(Oc3ncccc3C(=O)N3CCCCC3)C2)cc1F (stereo not given) | u | 0 | -12% | -17% | i | -20% | 2% |

Further compounds:
| SMILES | HEK293 tox | IP6K1 inh | SNCA viab count | SNCA expr inhib | GPT2 inhibitor | 3T3 cytotox | Luciferase inh |
| --- | --- | --- | --- | --- | --- | --- | --- |
| CCOc1ccccc1NC(=O)Cc1coc2c(C)c(C)ccc12 | x | -3 | 16% | -6% | x | x | x |
| Cc1ccc(C(CC(=O)N2CCCCC2)c2cn(C)c3ccccc23)cc1 (stereo not given) | 50µM* | 21 | -14% | -7% | -5% | u | -6% |
| CCOC(=O)CSc1nc2cc3c(cc2c(=O)n1CCCCCC(=O)NCc1ccc2c(c1)OCO2)OCO3 | x | 8 | 12% | -16% | x | x | x |
| CCc1cnc(C)nc1N1CCC(Oc2ccccc2OC)(C(=O)O)CC1 | i | -5 | -2% | -16% | -1%[11.5 µM] | -10% | 8% |
| Cn1ncc(N2CCCC(CC(=O)NCc3ccccc3F)C2)cc1=O (stereo not given) | -13% | 0 | 1% | 0% | i | -30% | -4% |
| CC(NC(=O)c1ccc2c(c1)CC(=O)N2C)c1ccccc1 (stereo not given) | -19% | 5 | 0% | 21% | 4% | -28% | -12% |
| CNC(=O)c1cc(-c2ccc(Cl)cc2Cl)nc2c1cnn2C | u | 12 | -3%[87.6 µM] | 20%[87.6 µM] | i | u | x |
| COc1ccc(-c2cn3c(n2)sc2cc(C(=O)NC(C)C45CC6CC(CC(C6)C4)C5)ccc23)cc1 (stereo not given) | x | 12 | 5% | 153%[activator] | x | x | x |
| OCC1(Cc2ccc(F)cc2F)CCCN(c2cnc3ccccc3n2)C1 (stereo not given) | 40µM* | -22 | u | u | i[11.5 µM] | u | -17% |
| NCc1ccc(-c2cccc(C(F)(F)F)c2)cc1 | 32µM* | -9 | -19%[87.6 µM] | u | -10%[88.5 µM] | 32µM* | x |
| Cc1cnc(C(=O)NC2C[C@H]3CC[C@@H](C2)N3C(=O)c2ccc(OC(C)C)cc2)cn1 (stereo not given in full) | u | 19 | -5% | 25% | 4% | -19% | 4% |
| COC(=O)CNC(=O)N1CCN(C(=O)N2CC3CC(C2)[C@H]2CCCC(=O)N2C3)CC1 (stereo not given in full) | 13% | 2 | -5% | 7% | -7% | i | 2% |
| N#Cc1cccc(NC(=O)N[C@H]2CO[C@H]3[C@@H]2OC[C@@H]3Nc2nccc(C3CCCC3)n2)c1 | u | 2 | -15%[87.6 µM] | -11%[87.6 µM] | -47%[88.5 µM] | u | 14%[172 µM] |
| CCc1cc(=O)n(CC(=O)NCc2ccc(OC)c(OC)c2)c(-c2ccccc2)n1 | u | -10 | -3% | 12% | i | -8% | 14% |
| Cc1ccc2nc(NC(=O)CSc3[nH]c(=O)ncc3C)sc2c1 | x | 1 | 6% | 100%[activator] | x | x | x |
| COc1cccc(NS(=O)(=O)c2ccc3[nH]cc(C(=O)N(C)C4CCCCC4)c(=O)c3c2)c1 | x | -7 | u | 2% | x | x | x |
| Cc1ccccc1-c1noc(-c2ccc(N3CCN(C)CC3)c([N+](=O)[O-])c2)n1 | x | -2 | -12% | 11% | x | x | x |
| O=C(O)c1ccc2c(c1)n(Cc1ccc(F)cc1)c(=O)c1ccnn12 | -19% | -4 | 13% | 33% | i | u | 0% |
| O=C(C1CC1)N1CCN2C(=O)NC[C@H]2C1 | 1%[287 µM] | 5 | 1%[87.6 µM] | -7%[87.6 µM] | 2%[88.5 µM] | 0%[279 µM] | 2%[299 µM] |
| Cc1ccccc1NC(=O)CSc1nc2ccc(NC(=O)c3cccs3)cc2s1 | x | 9 | -1% | 1% | x | x | x |
| O=C(Cn1ncc2c3ccccc3n(Cc3ccc(F)cc3)c2c1=O)NCCCN1CCCCC1 | x | 3 | u | 32%[activator] | x | x | x |
| Cc1cccc(NC(=O)Cn2cc(C(=O)C3CCCCC3)c3ccccc32)c1C | x | -5 | -4% | -23% | x | x | x |
| O=C(C1CCCC1)N1CC2(CCCN(CC3CC3)C2)Cc2ccccc21 (stereo not given) | u | -12 | -10% | 0% | -5% | -25% | x |
| COc1ccc(NC(=O)c2cnc3c(c2)N([S+](=O)([O-])c2cccnc2)CCC3)cc1OC | 2% | 2 | 3% | 13% | -11% | u | 7% |
| CCCNC(=O)C[C@@H]1CCN(S(=O)(=O)c2c(C)noc2C)C[C@@H]1CC | -6%[172 µM] | 9 | 3%[87.6 µM] | 8%[87.6 µM] | -6%[88.5 µM] | -3%[174 µM] | -3%[172 µM] |
| O=C(CC1NCCC[C@H]1O)Cn1cnc2cc(Br)c(Cl)cc2c1=O (stereo not given in full) | x | 3 | -4% | x | i | x | x |
| O=C(c1nc2sccn2c1Br)N1CCC(n2cc[nH]c2=O)CC1 | -3% | -3 | -15% | -8% | i | -13% | -6% |
| O=C(C1CCCN1C(=O)c1cccc(-c2ccccn2)c1)N1CCN(Cc2ccccc2)CC1 (stereo not given) | -23% | -8 | -1% | 18% | 3% | -25% | x |
| CC(C)c1ccc(NC(=O)C2(C)Cc3ccccc3C(=O)O2)cc1 (stereo not given) | x | 14 | 1% | 64%[activator] | x | x | x |
| O=C(c1ccc2ncccc2c1)N1CCC2(CC1)CC(CO)N(C(=O)c1ccccc1)C2 (stereo not given) | i | -3 | 0% | 4% | i | -16% | -7% |
| O=C(c1ccccc1F)N1CCc2nc(C3CC3)nc(-c3ccc(Cl)cc3)c2C1 | -17% | -17 | -4% | u | 3% | u | x |
| COCCN(C)Cc1c(C(=O)N(C)Cc2ccccc2)nc2ccccn12 | -12% | -1 | 2% | 9% | -28% | -8% | -15% |
